# Smad3 inh: inhibitors of human Smad3 transcription factor binding; TR-FRET Smad3/Dy647-FoxH1 peptide binding, europium anti-His; inhibition, % at 25 µM; actives 0.29% (n = 88,000); AID 630; P84022;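 active = compounds that reduce the energy-transfer binding signal between the protein and its labelled peptide by more than half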;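 note: 0% = Smad3 plus labelled peptide maximal FRET and 100% = peptide-only background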
# TNFa cytotox: HUVEC cytotoxicity counter-screen, TNF alpha stimulated; HUVEC TNFalpha-stimulated, Hoechst cell count, imaging; cell count reduction, % at 2 µM; actives 0.17% (n = 93,000); AID 848;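 active = cell count reduction exceeding the screen mean by over 5 SD, scaled to untreated wells per plate, cut at about 78% in these data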;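 note: cells counted after 24 h of TNF alpha exposure following the 1 h pretreatment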
# sEH activator: soluble epoxide hydrolase (human) activation; P34913; purified human sEH enzymatic activity, activator screen; activation, % at 2 µM; actives 0.04% (n = 91,000); AID 717; in the data active = activation above about 37%; note: values of inactives mirror those of a sister screen read the other way
# Target sequence (P34913 whole entry, looked up): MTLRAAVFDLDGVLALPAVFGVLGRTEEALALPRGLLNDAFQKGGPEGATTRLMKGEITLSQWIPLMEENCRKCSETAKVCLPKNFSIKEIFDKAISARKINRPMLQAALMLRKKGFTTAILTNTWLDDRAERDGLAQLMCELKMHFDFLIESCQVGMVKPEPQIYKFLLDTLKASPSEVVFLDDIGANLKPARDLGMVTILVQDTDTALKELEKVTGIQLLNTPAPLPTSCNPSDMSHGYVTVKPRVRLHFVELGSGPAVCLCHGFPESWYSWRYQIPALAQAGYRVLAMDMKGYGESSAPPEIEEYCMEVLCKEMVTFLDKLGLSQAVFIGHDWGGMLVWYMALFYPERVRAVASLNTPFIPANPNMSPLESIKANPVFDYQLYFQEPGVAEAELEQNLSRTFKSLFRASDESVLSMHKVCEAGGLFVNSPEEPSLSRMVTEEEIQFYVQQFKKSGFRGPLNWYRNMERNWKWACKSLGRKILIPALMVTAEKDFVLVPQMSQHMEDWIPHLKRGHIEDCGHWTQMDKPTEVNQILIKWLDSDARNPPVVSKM
# ERb coact inh: ER-beta (human) coactivator binding inhibition; Q92731; TR-FRET ER-beta LBD / SRC1-Cy5 peptide binding; receptor agonist-loaded with 1 µM estradiol; inhibition, % at 25.6 µM; actives 1.3% (n = 86,000); AID 633;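 active = compounds whose percent inhibition of the receptor-coactivator binding signal exceeds about 50% in the single-dose screen, limit read from the data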;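 note: 0% = receptor plus peptide wells without compound and 100% = peptide-only wells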
# Target sequence (Q92731 whole entry, looked up, the tested form may be a part): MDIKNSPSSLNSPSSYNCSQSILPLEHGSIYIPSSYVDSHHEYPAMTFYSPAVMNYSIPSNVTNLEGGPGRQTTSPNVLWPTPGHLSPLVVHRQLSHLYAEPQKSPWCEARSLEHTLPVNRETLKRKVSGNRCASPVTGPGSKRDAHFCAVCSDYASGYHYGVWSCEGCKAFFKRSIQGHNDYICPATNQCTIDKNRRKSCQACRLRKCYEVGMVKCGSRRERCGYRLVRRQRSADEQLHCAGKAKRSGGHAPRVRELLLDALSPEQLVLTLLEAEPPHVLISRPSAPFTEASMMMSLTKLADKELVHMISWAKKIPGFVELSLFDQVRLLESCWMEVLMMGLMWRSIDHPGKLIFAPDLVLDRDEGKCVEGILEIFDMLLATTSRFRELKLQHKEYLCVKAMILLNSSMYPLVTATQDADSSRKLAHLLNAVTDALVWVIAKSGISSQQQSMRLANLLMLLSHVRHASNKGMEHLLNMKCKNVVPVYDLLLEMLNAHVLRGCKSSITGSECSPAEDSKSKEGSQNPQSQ
# Calb biofilm kill: kills Candida albicans biofilms | C. albicans biofilm + clotrimazole, Alamar Blue | inhibition, % at 6 µM | actives 0.14% (n = 85,000);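 active = inhibition above 20%; inactive = inhibition below 20%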;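 note: preformed 24 hr biofilms exposed to compound for 48 hr; 0% = biofilm without compound and 100% = blank killed by clotrimazole plus chlorhexidine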
# VCAM1 TNFa inh: reduces TNF alpha induced VCAM1 expression in HUVEC | HUVEC TNFa-induced VCAM-1 immunofluorescence, high-content imaging | actives 0.48% (n = 95,000) | AID 802 | inhibition, % at 2 µM;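 active = inhibition above the batch mean plus 3 SD, with images confirmed as a hit by eye, cut at about 37% in these data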;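 note: 0% = TNF-stimulated DMSO wells and 100% = unstimulated control wells; not every result past the cut was called active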
# sEH inh: inhibitors of human soluble epoxide hydrolase; P34913; actives 0.34% (n = 91,000); inhibition, % at 2 µM; recombinant human sEH enzymatic activity assay; in the data active = inhibition above about 80%; note: values of inactives mirror those of a sister screen read the other way; many of its hits are not listed in these tables
# F-actin modifier: cytoskeleton assembly modification. HUVEC TNFa F-actin phalloidin imaging, high content. inhibition, % at 2 µM. AID 836. actives 0.18% (n = 91,000);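 active = inhibition above the batch mean plus 3 SD and confirmed as a hit by visual image inspection, cut at about 30% in these data, passing the limit was not always enough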; note: strong numbers were not always called active
# HUVEC tox IL1B: HUVEC cytotoxicity counter-screen, IL-1B stimulated. HUVEC cell count loss, Hoechst imaging. cell count reduction, % at 2 µM. actives 0.41% (n = 94,000);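 active = cell count reduction more than 3 SD above the screen-wide mean, cut at about 70% in these data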;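 note: normalized per plate to untreated control cells as the no-loss baseline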
# An asterisk follows results filed as active; / = not tested or not shown; [ ] = remark or other dose.
SMILES,Smad3 inh,TNFa cytotox,sEH activator,ERb coact inh,Calb biofilm kill,VCAM1 TNFa inh,sEH inh,F-actin modifier,HUVEC tox IL1B
CC1CC(C)CN(CC(=O)N2CCc3[nH]c4ccccc4c3C2)C1 (stereo unspecified),-6,-20,-5,3,6,2,6,18,-21
O=C(CSc1cccc2cccnc12)NCc1ccco1,3,-4,4,11,-2,0,-3,20,14
CCc1nnc(NC(=O)C2CCN(S(=O)(=O)Cc3ccccc3)CC2)s1,-2,7,-6,-3,4,16,6,-6,-15
Cc1ccc(C2C(C=Nc3c(C)n(C)n(-c4ccccc4)c3=O)=C(c3ccccc3)Oc3ccccc32)cc1 (stereo unspecified),/,-20,23,/,/,1,-16,-32,6
Cc1ccccc1S(=O)(=O)Nc1nc2ccccc2nc1N1CCOCC1,-15,-26,-1,-1,1,18,3,-46,-14
COC(=O)c1c(NC(=O)CN2CCN(Cc3ccc4c(c3)OCO4)CC2)sc(C)c1C,19,0,/,15,5,3,/,13,-11
Nc1ncc2c(n1)CC(c1ccco1)CC2=O (stereo unspecified),-4,-17,-9,17[fluorescence artefact?],4,1,8,12,2
CCn1c(CNC(=O)c2cccs2)nnc1SCC(=O)Nc1ccc(Cl)cc1,7,12,3,-11,6,-2,-6,-2,-40
O=c1[nH]c(NCc2ccco2)nnc1Cc1ccccc1Cl,-3,-14,-8,3,0,8,10,-6,7
Cc1cc(=O)cc(C)n1-c1ccccc1N1CCOCC1,-2,-16,-6,-10,5,-24,6,21,-5
CN(C)C(=O)c1ccc(NC(=O)c2cccnc2)cc1,-5,0,5,23,12,3,-3,-7,4
CN1C(=O)/C(=C2/C=Cc3ccccc3N2CCCS(=O)(=O)O)SC1=S,-9[fluorescence artefact?],6,3,34[fluorescence artefact?],4,-9,-4,24,20
CCOc1ccc(-c2nc(CSc3nncs3)cs2)cc1OC,-3,-28,5,1,5,-16,-3,23,20
CC/C(=C\C(=O)c1ccncc1)Nc1ccc(Br)cc1,11[fluorescence artefact?],-27,-12,4,2,-25,14,14,7
O=C(Nc1ccc(Cc2ccncc2)cc1)c1ccc(Cl)c([N+](=O)[O-])c1,/,9,-64,/,/,-6,63,19,16
O=[N+]([O-])c1ccc(C=Nc2ccc(Cl)cc2Cl)s1,/,0,-10,/,/,11,12,15,-3
COC(=O)CN(c1ccccc1)S(=O)(=O)c1ccc(F)cc1,3,-17,0,-7,3,-9,1,8,16
N#Cc1cccc(C(c2nnnn2Cc2ccccc2)N2CCCC2)c1 (stereo unspecified),5,-27,-4,-4,0,2,3,0,-8
CCCOc1ccc(C(=O)NNC(=S)NC(=O)CC)cc1,/,4,-10,/,/,4,12,9,-12
CCc1cccc(NC(=O)Nc2cccs2)c1,3,-23,-51,7[fluorescence artefact?],10,-2,51,43,-2
CC(=O)Nc1ccc(CN2CCN(c3cccc(C(F)(F)F)c3)CC2)cc1,-2,-17,12,3,4,-4,-11,/,-7
COc1ccc(NC(=O)c2cccs2)c([N+](=O)[O-])c1,/,20,3,/,/,-10,-2,-47,-82
CSC1=NCCN1C(=O)c1c(-c2ccccc2Cl)noc1C,2,-13,0,-6,3,11,-2,11,9
CCC(C)(C)NC(=O)Cc1ccc(C)cc1,9,-15,6,-2[fluorescence artefact?],7,1,-9,5,-14
Cc1cccc(C(=O)N2CCN(c3ccc(C(F)(F)F)cn3)CC2)c1C,15,-4,11,5,2,4,-12,-8,6
CCOc1ccc(-c2nc(C#N)c(NCC(C)C)o2)cc1,12,4,-6,-12,4,-2,5,55,-35
CC(=O)Nc1cc(C(=O)N2CCCC2)ccc1Sc1ccc(Cl)cc1,9,-11,-6,-10,9,-1,5,2,1
CN(C(=O)CSc1nc(N)nn1-c1ccccc1)c1ccccc1,0,-10,0,-1,3,7,-1,-1,6
Cc1csc2nc(CNS(=O)(=O)c3ccc4c(c3)OCCO4)cn12,0,-9,0,7,-5,1,4,-7,-6
CC(C)c1ccc(NC(=O)CCNS(=O)(=O)c2cccc3nonc23)cc1,-5,-16,-16,-20[fluorescence artefact?],11,-10,15,-9,-25
COCCn1c(=O)[nH]c2cc(C(=O)NCc3cccnc3)ccc2c1=O,-13,7,-1,-3[fluorescence artefact?],-2,-1,2,1,18
CCC(Sc1nc2ccc(N)cc2s1)C(=O)Nc1nccs1 (stereo unspecified),-1,-6,2,-4[fluorescence artefact?],2,5,-5,-11,-9
CCn1ncc(Br)c1C(=O)Nc1cc(C)ccc1F,7,-42,-8,-11[fluorescence artefact?],10,6,10,-10,8
O=C1CCCN1c1ccc(S(=O)(=O)NCCOc2ccccc2)cc1,-12,-8,7,26,4,12,-5,-1,-53
CCCCOn1c(C)c(C(=O)OCC)c2c3no[n+]([O-])c3ccc21,2,-9,0,2,8,-1,0,-22,19
Cc1ccc(-n2c(SCc3ccc(C#N)cc3)nnc2-c2ccccn2)cc1,5,15,-9,2,9,-15,10,14,-35
Cc1cc(C)c(C)c(OCC(=O)NCc2nc(-c3ccccc3)no2)c1,3,-1,-7,-4,7,13,7,-28,-24
CCSc1nnc(NC(=O)CCNS(=O)(=O)c2cc(Br)cnc2N)s1,3,-34,-3,-13[fluorescence artefact?],3,-10,5,6,24
CCCCNC(=O)c1cc2c(-c3ccc(Cl)cc3)nn(C)c2s1,1,-21,12,-7,1,9,-13,-5,4
CCOC(=O)c1c(-c2ccccc2)[nH]c2ccc(O)cc12,-16,3,12,-7[fluorescence artefact?],0,-5,-17,-6,-2
O=C(Cn1c(NCCO)nc2ccccc21)c1ccc(Cl)cc1,-5,-8,1,-16,-1,-40,0,-9,-8
O=C(O)COc1ccccc1Cc1ccccc1,4,-7,0,-24,6,13,1,3,-63
Cc1ccc(S(=O)(=O)N2CCCC2C(=O)Oc2ccccc2)cc1 (stereo unspecified),7,-35,-9,2,9,4,11,/,-78
CN(C)CCCNS(=O)(=O)c1cc(Cl)ccc1Cl,-1,-5,11,1,5,8,-7,-28,12
CCOC(=O)c1ccccc1NC(=O)c1ccccc1N(C)S(C)(=O)=O,9,/,-12,3,8,-26,10,1,6
COCC(=O)N(Cc1cc2ccccc2[nH]c1=O)c1ccc(OC)cc1,-1,-37,1,-9[fluorescence artefact?],6,-36,-2,-9,16
COc1ccccc1NC(=O)CN(C)S(=O)(=O)c1ccc2c(c1)CCC(=O)N2,-5,-19,-2,1,11,2,1,-7,10
CC(=O)Nc1ccc(NC2=Nc3ccccc3N3C2=Nc2c(c(C)nn2-c2ccccc2)C3c2ccccc2)cc1 (stereo unspecified),-13,-5,-8,11,4,25,9,-2,2
COC(=O)CSc1nnc(C)n1-c1ccc(C)cc1,-21,-12,3,-5,-2,9,-4,-2,33
Nc1cc(N)nc(SCc2ccccc2)n1,-6,-2,22,-2,1,6,-28,-7,-110
CCc1ccc(N2CC34C=CC(O3)C(C(=O)OC(C)C)C4C2=O)cc1 (stereo unspecified),5,-9,-3,-15[fluorescence artefact?],2,11,3,-4,-10
Cc1ccc(/C=C/C(=O)Nn2cnnc2)cc1,/,-16,4,/,/,-13,-4,-1,-2
COC(=O)c1sc(NC(=O)c2csc3c2CCCC3)nc1C,6,1,-40,-1[fluorescence artefact?],6,10,42,2,-15
CCc1c(C)nc2[nH]nc(NC(=O)C(F)(F)F)n2c1=O,12[fluorescence artefact?],16,-8,-1,7,-6,8,32,8
Cc1onc(COc2ccccc2O)c1Br,0,-14,-5,-3,-1,-5,5,-3,-18
C#CC1(O)CC(C)NCC1(C)CCC#N (stereo unspecified),4,-9,6,1,5,7,-7,7,12
Cc1cccc(NC(=O)c2ccccn2)c1C,-7,-33,4,-12,10,5,-6,8,-33
O=C(c1ccccc1)c1ccc(OCCCN2CCCCC2)cc1,-10,-16,5,2[fluorescence artefact?],-7,-16,-5,12,2
COc1ccc(Cn2nnnc2CN2CCOCC2)cc1,1,0,11,1,6,3,-11,10,27
Cc1c(NC(=O)C2CCCNC2=O)c(=O)n(-c2ccccc2)n1C (stereo unspecified),5,5,-7,-3,4,11,5,-2,-5

# Single records, as listed above:
# Entry for Cc1onc(COc2ccccc2O)c1Br = Smad3 inh = 0; TNFa cytotox = -14; sEH activator = -5; ERb coact inh = -3; Calb biofilm kill = -1; VCAM1 TNFa inh = -5; sEH inh = 5; F-actin modifier = -3; HUVEC tox IL1B = -18
# Entry for Nc1cc(N)nc(SCc2ccccc2)n1 = Smad3 inh = -6; TNFa cytotox = -2; sEH activator = 22; ERb coact inh = -2; Calb biofilm kill = 1; VCAM1 TNFa inh = 6; sEH inh = -28; F-actin modifier = -7; HUVEC tox IL1B = -110

# Some of these compounds in order of molecular weight, falling.
SMILES,Smad3 inh,TNFa cytotox,sEH activator,ERb coact inh,Calb biofilm kill,VCAM1 TNFa inh,sEH inh,F-actin modifier,HUVEC tox IL1B
O=C(Cn1c(NCCO)nc2ccccc21)c1ccc(Cl)cc1,-5,-8,1,-16,-1,-40,0,-9,-8
Cc1c(NC(=O)C2CCCNC2=O)c(=O)n(-c2ccccc2)n1C (stereo unspecified),5,5,-7,-3,4,11,5,-2,-5
COC(=O)CSc1nnc(C)n1-c1ccc(C)cc1,-21,-12,3,-5,-2,9,-4,-2,33
O=C(O)COc1ccccc1Cc1ccccc1,4,-7,0,-24,6,13,1,3,-63
C#CC1(O)CC(C)NCC1(C)CCC#N (stereo unspecified),4,-9,6,1,5,7,-7,7,12

# The listing continues:
SMILES,Smad3 inh,TNFa cytotox,sEH activator,ERb coact inh,Calb biofilm kill,VCAM1 TNFa inh,sEH inh,F-actin modifier,HUVEC tox IL1B
CCOc1cc(C2C3=C(CCCC3=O)Nc3nc(C(=O)OC)nn32)ccc1OC (stereo unspecified),8,2,-6,-2,14,3,9,-4,3
CCOC(=O)CC1Sc2ccccc2NC1=O (stereo unspecified),0,3,-6,-13,-6,-3,5,6,11
CC(=O)Oc1ccc(CCC(C)OC(C)=O)cc1 (stereo unspecified),5[fluorescence artefact?],8,1,5,2,-3,0,8,-19
COc1ccccc1NC(=O)N(Cc1ccccc1)c1ccccn1,4,-10,12,-1,-6,8,-13,-2,-13
O=C1C=C(c2ccccc2)C[C@H](c2cccs2)[C@H]1n1cnc([N+](=O)[O-])c1,1,-9,-4,7,8,19,4,-5,-23
CC(C)(C)C(=O)Nc1sc2c(c1C#N)CCCCC2,5,-17,4,-5,6,-9,-4,5,-32
O=C(CCNc1n[nH]c(=O)[nH]c1=O)N1CCOCC1,-1,-4,/,-8[fluorescence artefact?],-4,0,/,-3,-6
Cc1nc(N2CCc3ccccc3C2)[nH]c(=O)c1CCC(C)C,-6,-23,-34,-13,1,7,35,7,6
CSC1=NCCN1C(=O)c1ccc(S(=O)(=O)N2CCOCC2)cc1,6,-2,-8,-1[fluorescence artefact?],1,11,6,-14,2
C=CCc1ccc(OCCOCCNCCCC)c(OC)c1,10,-9,5,-1,-2,-4,-7,3,7
CCN1CCN(c2ncc(C(=O)N3CCN(c4ccccc4OC)CC3)c3ccccc23)CC1,10[fluorescence artefact?],-3,-9,-7,1,-10,10,4,-22
Cc1cc(C)n(C(=O)CCC(=O)Nc2ccc(C)c(C)c2)n1,/,-5,12,/,/,11,-11,4,18
CC1=C(C(N)=O)C(c2cccc(O)c2)n2nc(CCCO)nc2N1 (stereo unspecified),-7,-32,-6,-9,-2,8,5,4,-4
CCOC(=O)c1cnc(SCC(=O)Nc2cc(OC)ccc2OC)nc1N,6[fluorescence artefact?],-10,-11,-22[fluorescence artefact?],-2,-8,9,-6,-14
Cc1ccccc1C(=O)N=c1sccn1C,5,-13,-1,-11,7,14,-1,-2,3
CCCCC(=O)NCCc1ccc(S(N)(=O)=O)cc1,-9,-20,0,1,-4,19,0,12,-4
CC(=O)Oc1ccccc1C(=O)Oc1ccc(/C=N/n2cnnc2)cc1,-7,-10,-2,8,7,10,3,10,1
Cc1ccc(Nc2nc(C(=O)NCCCN3CCOCC3)cs2)cc1,5[fluorescence artefact?],-19,13,9,8,9,-11,-4,4

# These rows are one share of the data. The share of hits here may be higher or lower than overall.
